From PubChem BioAssay
Exocytosis inh: blocks lytic granule exocytosis; TALL-104 LAMP-1 surface exposure, flow cytometry; cells stimulated with thapsigargin and PMA; inhibition, % at 10 µM; hit rate 0.66% among 360,000;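 active = inhibition above about 55%, limit read from the data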
CaV13 FRET inh: Disruptors of the CACNA1D IQ motif to Ca2+-dependent inactivation inhibitor domain association, primary screening, Förster resonance energy transfer in intact living …; inhibition, % at 12.3 µM; hit rate 0.098% among 340,000; HEK cells, CFP/YFP FRET ICDI-IQ, plate reader, 10 min; percent FRET-ratio fall versus neutral wells; AID 743397;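 active = mean replicate inhibition of at least 30% and at least 1% of replicates passing that level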;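 note: 0% = median of the neutral control wells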
m5-HT2A agonist: agonists of mouse serotonin 5-HT2A receptor (HTR2A); hit rate 0.66% among 360,000; activation, % at 7.6 µM; CHO-K1 mHTR2A beta-arrestin complementation, luminescence; percent of 30 µM serotonin response;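 active = activation above a run cutoff, the mean activation of all tested compounds plus 3 SD, cut at about 14% in these data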;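 note: 0% = plate median of compound wells and 100% = 30 µM serotonin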
Target sequence (P35363 whole entry, looked up): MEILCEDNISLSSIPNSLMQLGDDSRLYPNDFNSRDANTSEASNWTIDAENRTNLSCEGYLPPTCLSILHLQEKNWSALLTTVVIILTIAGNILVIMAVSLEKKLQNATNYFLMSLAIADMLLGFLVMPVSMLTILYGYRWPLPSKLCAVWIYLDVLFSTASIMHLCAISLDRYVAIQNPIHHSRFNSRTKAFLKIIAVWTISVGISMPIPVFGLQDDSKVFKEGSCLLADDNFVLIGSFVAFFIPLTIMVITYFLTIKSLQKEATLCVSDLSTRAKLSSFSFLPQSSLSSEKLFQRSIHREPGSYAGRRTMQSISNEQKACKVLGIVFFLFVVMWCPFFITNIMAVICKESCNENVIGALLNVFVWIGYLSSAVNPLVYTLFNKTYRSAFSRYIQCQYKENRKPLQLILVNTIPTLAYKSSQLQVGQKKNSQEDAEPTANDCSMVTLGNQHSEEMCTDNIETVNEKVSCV
Glyco luc inh: N-linked glycosylation inhibition. D54 ERlucT glycosylation luciferase reporter, 24 h; percent of 100 nM tunicamycin response. reporter increase, % at 12.5 µM. hit rate 0.23% among 360,000. AID 588692;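 active = mean luciferase reporter signal, scaled so untreated is 0 and the glycosylation-blocking control 100, at or above a set limit in every replicate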;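 note: luciferase carries N-glycosylation sites so blocking glycosylation raises the light; 0% = median of neutral control wells and 100% = median of 100 nM tunicamycin wells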
MC4R antag cAMP: antagonists of human melanocortin 4 receptor (MC4R); MC4R-expressing cells, MTII-stimulated cAMP, LANCE TR-FRET; inhibition, % at 6.5 µM; hit rate 0.48% among 360,000; P32245; AID 540295;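 active = inhibition above its plate's cutoff, the mean of tested wells on that plate plus 3 SD, cut at about 29% in these data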;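 note: 0% = Melanotan II alone and 100% = Melanotan II plus saturating MCL0020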
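Material: human MC4R-expressing U2OS cells. Probe or stimulus: Melanotan II challenge. Dosing: 6.5 µM single dose. Times: 30-min compound, 1-h challenge, 1-h detection, room temperature. Technique: TR-FRET with Eu-cAMP and labeled anti-cAMP, 671 nm. Replication: singlicate.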
MC4R ag barr: agonists of human melanocortin 4 receptor (MC4R) beta-arrestin. P32245. U2OS MC4R beta-arrestin complementation, luminescence; percent of melanotan II response, DMSO zero. activation, % at 8.9 µM. hit rate 0.98% among 360,000. AID 540308;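 active = activation above a per-plate cutoff, the mean activation of sample wells on that plate plus 3 SD, cut at about 8% in these data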
PDI inh: blocks human protein disulfide isomerase activity; inhibition, % at 10 µM; hit rate 0.052% among 350,000; PDI insulin aggregation turbidity, A650, 90 min; P07237;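 active = mean inhibition across replicates of 30% or more, whatever share of single replicates reach that level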;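 note: absorbance from insulin aggregation driven by PDI reduction with DTT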
Target sequence (P07237 whole entry, looked up): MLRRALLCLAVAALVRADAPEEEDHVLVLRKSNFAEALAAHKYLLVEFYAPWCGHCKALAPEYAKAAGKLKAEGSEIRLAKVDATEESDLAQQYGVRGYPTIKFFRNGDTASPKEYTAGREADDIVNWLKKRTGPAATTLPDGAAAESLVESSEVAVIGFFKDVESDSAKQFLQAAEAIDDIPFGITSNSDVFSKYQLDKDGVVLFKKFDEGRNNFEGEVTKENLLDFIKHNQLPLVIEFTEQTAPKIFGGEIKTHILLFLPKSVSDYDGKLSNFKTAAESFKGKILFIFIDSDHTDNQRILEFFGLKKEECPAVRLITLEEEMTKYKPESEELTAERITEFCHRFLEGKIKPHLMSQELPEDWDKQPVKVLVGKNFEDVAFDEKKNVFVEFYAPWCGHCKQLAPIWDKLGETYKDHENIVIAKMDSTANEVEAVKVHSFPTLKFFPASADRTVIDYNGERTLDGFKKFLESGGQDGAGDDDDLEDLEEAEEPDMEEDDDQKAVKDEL
H9c2 protect: modulators protecting cardiomyocytes from myocardial damage; protection from H2O2 cell death, % at 20 µM; hit rate 0.63% among 360,000; AID 588492; H9c2 cardiomyocytes, H2O2 injury protection, ATPLite, 2 h;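 active = compounds giving at least 50% protection of heart cells from peroxide-induced death in the single-dose screen, raw or plate-pattern-corrected value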;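 note: 0% = DMSO wells with peroxide and 100% = DMSO wells without peroxide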
ABCB6 inh 2: human ABCB6 transporter inhibition; Q9NP58; K562-ABCB6 porphyrin accumulation, flow cytometry, 1 h; active compounds read low; fluorescence ratio to DMSO, % at 10 µM; hit rate 0.19% among 360,000;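 active = fluorescence ratio to DMSO below 75%, the collection mean minus 3 SD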;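 note: signal is porphyrin accumulated inside mitochondria; 100% equals median channel fluorescence of DMSO control wells; lower ratio means ABCB6 inhibition with less porphyrin fluorescence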
ABHD5 PLIN5 PPI: ABHD5-PLIN5 protein interaction inhibition. Q00G26+Q8WTS1. hit rate 0.78% among 360,000. Split G. princeps luciferase complementation, luminescence, 4 h. inhibition, % at 4 µM. AID 602281;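 active = inhibition above the mean inhibition across every tested compound plus 3 SD, cut at about 22% in these data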;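 note: 0% = DMSO only wells and the 100% control is not disclosed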
An asterisk follows results filed as active; / = no result given. No enrichment for hits; about 4.2% have a hit in one of these screens.

Order of values: m5-HT2A agonist	MC4R antag cAMP	ABHD5 PLIN5 PPI	Glyco luc inh	H9c2 protect	CaV13 FRET inh	PDI inh	MC4R ag barr	Exocytosis inh	ABCB6 inh 2
> CCC(=O)c1ccc(OC(=O)C2CCN(C3=NS(=O)(=O)c4ccccc43)CC2)cc1
    -4	11	5	2	7	-3	17	0.6	0	96
> Nc1nc2sc3c(c2cc1C(=O)N1CCOCC1)CCCC3
    -1	-6	-3	3	0	-4	1	-1.1	0	104
> Cc1cccc(N(CC(=O)NCc2ccc(F)cc2)C(=O)c2csnn2)c1C
    -2	12	-1	-1	10	-6	-6	-1.1	1	107
> O=C(COC(=O)C12CC3CC(CC(O)(C3)C1)C2)NC12CC3CC(CC(C3)C1)C2
    2	17	1	1	-2	-6	-1	1.3	7	107
> CC1CCc2cc(F)cc3c(O)c(C(=O)NCc4ccco4)c(=O)n1c23 (stereo unspecified)
    -3	3	5	0	-5	/	4	-2.2	0	104
> CCC(=O)N1N=C(c2cccs2)CC1c1ccc(C)cc1 (stereo unspecified)
    -5	1	10	-3	-1	-18	-3	-0.2	-1	97
> CCSc1nnc(NC(=O)[C@@H](NC(=O)c2ccccc2F)C(C)C)s1
    0	2	1	1	-4	-3	2	-2.4	1	102
> CCOC(=O)CC1=NN(c2ccccc2)C(=O)/C1=C\c1ccc(N(C)C)cc1
    1	9	-2	2	10	-23	-5	-2.7	-6	105
> CCC1CCC/C1=N\NC(=O)CCC(=O)Nc1ccccc1Cl (stereo unspecified)
    4	5	-8	2	1	-15	3	-0.3	-3	97
> Cc1ccn2c(NC3CCCCC3)c(-c3ccc(SC4CCCCC4)cc3)nc2c1
    -6	/	-4	/	/	-14	/	/	-1	99
> COc1ccc(OC)c(CNS(=O)(=O)c2c(C)nc3scc(C)n3c2=O)c1
    8	-1	11	1	0	-4	-1	-2.8	4	101
> Cc1ccc(C)c(N2CCN(C(=O)CCCCn3c(=O)[nH]c4ccccc4c3=O)CC2)c1
    -2	8	3	-3	5	-3	4	1.0	-1	98
> CCOC(=O)CC1CCCCN1C(=O)CCCn1nnnc1CN1CCC(C)CC1 (stereo unspecified)
    -4	18	-2	3	-3	-2	0	-0.4	-3	94
> CCCN(C)C1CN(Cc2cn(CCCOC)nn2)S(=O)(=O)C1 (stereo unspecified)
    -3	/	-1	/	/	-10	/	/	0	97
> Cc1ccc(NC(=S)N2CCCC(c3nc4ccc(C)cc4[nH]3)C2)c(C)c1 (stereo unspecified)
    4	7	-3	4	-2	-5	4	-2.2	0	93
> COc1cc(-c2nnc(-c3ccc(N4CCOCC4)cc3)o2)cc(OC)c1OC
    4	2	9	3	53*	-5	-23	0.9	-1	97
> NC(=NCCc1ccccc1)NS(=O)(=O)c1ccccc1
    -5	17	-7	-1	2	-17	1	0.8	10	97
> COc1ccccc1NS(=O)(=O)c1cccc(C(=O)NCC2(N(C)C)CCCCC2)c1
    -5	11	1	0	15	-2	-2	-1.6	2	102
> O=C(COC(=O)c1cc(Br)ccc1O)c1ccc(F)cc1
    2	7	-1	0	-7	-10	-3	7.1	0	100
> COc1ccc(CCNC(=O)c2ccc(NC(=O)CC3SC(N4CCCC4)=NC3=O)cc2)cc1 (stereo unspecified)
    0	-1	2	-1	1	-2	0	-1.9	0	99

Overlap with the part before: 2 compounds, then new ones.
Order of values: m5-HT2A agonist	MC4R antag cAMP	ABHD5 PLIN5 PPI	Glyco luc inh	H9c2 protect	CaV13 FRET inh	PDI inh	MC4R ag barr	Exocytosis inh	ABCB6 inh 2
> O=C(COC(=O)c1cc(Br)ccc1O)c1ccc(F)cc1
    2	7	-1	0	-7	-10	-3	7.1	0	100
> COc1ccc(CCNC(=O)c2ccc(NC(=O)CC3SC(N4CCCC4)=NC3=O)cc2)cc1 (stereo unspecified)
    0	-1	2	-1	1	-2	0	-1.9	0	99
> COc1ccccc1C(=O)COC(=O)c1ccc(-n2cnnn2)cc1
    -5	-1	-5	1	10	-2	0	-1.6	4	91
> O=C(O)CCC(=O)Nc1cccc(-c2csc(-c3ccccc3)n2)c1
    2	-3	3	2	11	-4	-8	-3.0	1	100
> COc1cccc(CN(C)S(=O)(=O)c2ccccc2Br)c1
    -4	3	0	-1	-8	-2	2	-1.4	-4	101
> CC(C)(C)N1C(=O)c2ccccc2NC(=O)N1Cc1ccccc1
    -1	3	0	0	1	-3	-1	-1.5	-4	100
> OC(CN(Cc1ccccc1)Cc1ccccc1)c1ccccc1 (stereo unspecified)
    -8	5	-16	-5	-3	-5	-2	1.6	3	95
> CCOc1ccc(N2CC(C(=O)Nc3cc(Cl)ccc3-n3cncn3)CC2=O)cc1 (stereo unspecified)
    6	-2	2	0	-1	-3	-2	0.4	-2	92
> Fc1ccc(CSc2ccc(-c3cccs3)nn2)cc1
    -4	9	1	2	1	-2	-2	7.5	0	94
> CC(=O)N1CCc2c(sc(NC(=O)C3CCCN3S(=O)(=O)c3cccs3)c2C#N)C1 (stereo unspecified)
    -2	20	6	3	-1	-7	-5	-2.2	-9	96
> Cc1ccc(C(=O)N/N=C\c2ccc(-c3ccc(Cl)cc3)o2)cn1
    -6	-9	-2	7	60*	1	-9	-2.0	7	91
> COc1cc(OC)cc(C(=O)NCC(=O)OCC(=O)N2c3ccccc3NC(=O)C2(C)C)c1
    1	-3	4	2	7	-6	-6	0.6	-3	101
> COc1cccc(C(=O)NC2CCCc3ccccc32)c1OC (stereo unspecified)
    2	10	-6	-1	1	-4	1	4.7	-7	85
> Cc1ccc(S(=O)(=O)N2CCOC23CCN(C(=O)C(=O)NCc2ccccc2)CC3)cc1
    5	15	-6	-2	-1	-2	1	-1.1	1	100
> CC(C)CC(c1nnnn1C1CCCCC1)N1CCN(C(=O)c2ccco2)CC1 (stereo unspecified)
    7	-6	11	0	2	-3	-2	3.4	7	96
> C/C(=N\NC(=O)c1ccoc1C)c1ccc(Cl)s1
    4	0	1	6	1	/	3	-0.1	-1	94
> CCNC(=S)N1CCN(CCN2C(=O)c3cccc4cccc(c34)C2=O)CC1
    -1	13	1	5	19	5	-2	-2.4	4	105
> CC(C)N(C(=O)C[n+]1ccc(/C=N/O)cc1)C(C)C
    0	13	-2	1	-1	5	-8	-0.9	-7	87
> Cc1ccc(C)c(NC(=O)CN(C)C(=O)CSC(C)C(=O)Nc2cc(C)on2)c1 (stereo unspecified)
    5	0	8	2	-2	-6	-3	0.8	-4	102
> C/C(=N\NC(=O)COc1ccc(C)cc1C(C)C)c1cc2ccccc2o1
    -2	8	3	-2	-23	-3	-12	0.1	3	106
> O=c1oc2ccc(Cl)cc2cc1-c1nnc(Nc2cccc(C(F)(F)F)c2)s1
    5	4	5	0	-2	-7	10	0.0	-4	114
> Cc1cc2nc(-c3ccco3)c(CC(C)(C)C)n2c(C)c1Br
    -4	/	10	2	0	-10	/	/	0	99
> COCCN(C(=O)c1ccco1)c1nnc(-c2ccc(OC)cc2)s1
    -1	1	1	-3	2	-3	4	-0.3	1	96
> Cc1noc(C)c1COc1ccc(C(=O)NCC(c2c(F)cccc2Cl)N(C)C)cc1 (stereo unspecified)
    -4	11	-4	3	-3	-6	-5	-3.3	-14	101
> COc1cccc(CNc2ccc(C(=O)O)cc2)c1OCc1ccccc1
    -1	-2	-7	1	5	15	1	-3.4	-4	84
> COc1cccc(OC)c1OCCCCN1CCCC1
    -5	-2	-8	0	3	/	5	-1.2	-1	98
> CC(=O)Nc1ccc(Nc2nc3ccccc3nc2NS(=O)(=O)c2ccc(Cl)c([N+](=O)[O-])c2)cc1
    1	6	-3	3	-2	-2	-2	2.7	-2	103
> COc1cc(C(=O)NCCC(=O)NCc2cccs2)cc(OC)c1OC
    -2	13	-4	0	-5	-9	1	1.8	-1	95
> NC(=O)CSc1nnc(-c2ccco2)n1-c1ccc(F)cc1
    2	4	4	0	5	-7	-2	-0.1	-3	97
> O=C(COC(=O)CCSc1ccccc1)Nc1ccccc1Br
    -12	5	4	0	2	-5	2	3.2	2	99
> Cc1[nH]c2ccc(-c3n[nH]c(=S)n3C)cc2c1C
    -2	-3	-4	-1	-6	-9	3	-2.7	0	104
> CCN(C(=O)COC(=O)C1CC1)c1c(N)n(Cc2ccccc2)c(=O)[nH]c1=O
    7	-2	-1	-1	1	-2	0	1.1	-2	104
> COc1ccc(NC(C)=O)cc1C#N
    5	6	-5	4	12	4	7	-2.3	1	98
> CCN(CC)S(=O)(=O)c1cc(NC(=O)CCNC(=O)c2ccccc2Cl)ccc1C
    4	13	-1	0	-8	-16	-1	-0.1	-2	98
> Cc1ccc(NC(=O)C2C3C=CC(O3)C2C(=O)O)cc1C (stereo unspecified)
    5	0	1	-1	-2	-5	-22	-0.3	-3	93
> O=S(=O)(NCC(c1cccnc1)N1CCN(c2ccc(F)cc2)CC1)c1ccccc1 (stereo unspecified)
    -5	12	6	-1	2	-7	6	-1.0	-5	101
> O=C(N/N=C/c1ccc(N2CCOCC2)o1)c1ccccc1[N+](=O)[O-]
    2	2	22	0	8	-5	8	-2.4	7	96
> O=C(CSc1ncnc2nc[nH]c12)c1ccc([N+](=O)[O-])cc1
    1	12	-9	45*	17	-5	3	-0.8	11	102
> CC(O)Cc1nsc(NC(=O)c2ccc(Br)o2)n1 (stereo unspecified)
    2	3	0	3	1	-4	-3	-1.0	-1	106
> CCN(CC)C(=O)C1=C(C)N(Cc2ccc(C(C)(C)C)cc2)C(=O)C(CC(=O)NCCc2ccccn2)C1 (stereo unspecified)
    -4	4	7	1	7	-7	12	-0.6	2	96
> Cc1c(NC(=S)NC(=O)CC(C)C)c(=O)n(-c2ccccc2)n1C
    1	21	-2	-1	-5	-2	-2	0.1	8	95
> Cc1coc2cc3oc(=O)c(CCC(=O)N[C@@H](CCCNC(N)=O)C(=O)O)c(C)c3cc12
    -2	2	-1	0	1	-18	16	-0.6	-5	106
> CN(C)CCCNC(=O)CC1C[C@H](C(=O)N2CCCCC2)[C@@]2(CCc3ccccc3)c3[nH]c4ccccc4c3CCN2C1=O (stereo partly specified)
    2	0	8	0	-9	-6	9	0.4	0	99
> COCc1nc2ccccc2n1Cc1ccccc1Br
    -1	7	3	0	1	-4	-1	0.4	2	102
> COc1cccc(OC)c1C(=O)NC(=S)N1CCCCC1c1cccnc1 (stereo unspecified)
    2	4	-1	-2	1	/	/	-2.5	-6	94
> CCCNC(=O)CSc1nnc(NC(=O)C2CC(=O)N(c3ccccc3OC)C2)s1 (stereo unspecified)
    2	14	-5	0	-2	-12	0	-1.1	1	95
> CCc1nnc(NS(=O)(=O)c2ccc(NC(=S)Nc3ccc(F)cc3)cc2)s1
    2	8	-2	1	4	-2	4	1.4	4	98
> COc1ccc(CNC(=O)CN2C(=O)C3C4C=CC(C4)C3C2=O)cc1 (stereo unspecified)
    7	0	-1	3	-5	-19	2	-0.3	0	102
> Cc1cc(N/C=C\c2nnnn2-c2ccc(F)cc2)no1
    6	6	5	1	-1	-2	5	2.0	-3	103
